# IDH1 R132H inh = blocks human mutant IDH1 R132H enzyme. O75874. Potency, µM (series often up to 76.6 µM), without a hit: top-dose activity change, negative = inhibition, actives largely listed as inhibitors. IDH1-R132H enzyme, NADPH consumption, diaphorase/resazurin fluorescence. 0.093% of 390,000 active. AID 602179; further: potency means the concentration at half of the fitted maximal effect; on the % scale 0 is the no-effect control and ±100 the full control effect; nearly all actives have a fitted effect of over 65% in size
#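 IDH1-R132H (0.5 ug/mL dispensed) in pH 7.5 Tris buffer was preincubated 30 min with compound, then given a substrate mix of 0.016 mM NADPH and 2 mM alpha-KG for 80 min at room temperature; remaining NADPH was read by diaphorase/resazurin fluorescence.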
# rTrxR1 inhibitor = blocks rat thioredoxin reductase 1; 1% of 390,000 active; Potency, µM (doses to about 114 µM), for the others: top-dose activity change, negative = inhibition, usual class: inhibitors; O89049; recombinant rTrxR1, NADPH fluorescence consumption, selenite substrate; further: potency means the concentration at half of the fitted maximal effect; on the % scale 0 is the no-effect control and ±100 the full control effect; nearly all actives have a fitted effect of over 65% in size
# Target sequence (O89049 whole entry, looked up): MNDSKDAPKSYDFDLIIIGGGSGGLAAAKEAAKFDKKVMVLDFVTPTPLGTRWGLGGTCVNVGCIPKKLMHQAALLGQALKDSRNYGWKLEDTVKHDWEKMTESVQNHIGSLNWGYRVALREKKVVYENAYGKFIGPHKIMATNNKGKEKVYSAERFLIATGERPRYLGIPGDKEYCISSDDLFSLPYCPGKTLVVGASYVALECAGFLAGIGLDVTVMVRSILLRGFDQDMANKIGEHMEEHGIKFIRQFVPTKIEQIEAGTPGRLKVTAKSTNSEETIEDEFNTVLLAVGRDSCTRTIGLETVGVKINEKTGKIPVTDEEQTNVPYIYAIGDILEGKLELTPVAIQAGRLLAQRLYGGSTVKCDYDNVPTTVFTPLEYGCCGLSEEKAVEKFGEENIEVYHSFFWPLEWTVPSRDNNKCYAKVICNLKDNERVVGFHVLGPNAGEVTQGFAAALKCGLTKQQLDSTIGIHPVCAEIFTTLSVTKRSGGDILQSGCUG
#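 Rat TrxR1 (90 nM in the dispensed reagent) was pre-reduced with 400 uM NADPH for 5 min at room temperature, then incubated with compound for 15 min. After 400 uM selenite was added, NADPH fluorescence (Ex 340/Em 450 nm) was followed for 8 min.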
# GLS inhibitor = inhibitors of human glutaminase (GLS); GLS enzymatic activity, qHTS titration; AID 624170; 0.21% of 410,000 active; Potency, µM (doses to about 45.5 µM), for inactives: top-dose activity change, negative = inhibition, hits mostly inhibitors; O94925; further: potency means the concentration at half of the fitted maximal effect; on the % scale 0 is the no-effect control and ±100 the full control effect
#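 Compounds were pin-transferred onto hKGA, after which L-glutamine (1 mM solution) and a detection mix of glutamate oxidase, HRP and Amplex Red were added. Initial and 30 min RT fluorescence reads were collected.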
# USP1 inh = USP1/UAF1 (human) deubiquitinase inhibition. O94782. recombinant USP1/UAF1, Ub-Rhodamine cleavage fluorescence. Potency, µM (top dose mostly 57.1 µM), inactives show top-dose activity change, negative = inhibition, most hits filed as inhibitors. 0.23% of 390,000 active; further: potency means the concentration at half of the fitted maximal effect; on the % scale 0 is the no-effect control and ±100 the full control effect; nearly all actives have a fitted effect of over 60% in size; inactives centre near -12
#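 1 nM enzyme complex + cpd, 15 min RT; start with Ub-Rho 150nM final; kinetic fluorescence ex 480/em 540, 6 reads q60 s. Buffer 50mM HEPES pH 7.8, 0.5mM EDTA, 0.1 mg/ml BSA, 1mM TCEP, 0.01% Tween-20.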
# TrxR1 substrate = is turned over as a substrate by rat TrxR1 | purified TrxR1 substrate turnover, NADPH consumption readout | 0.01% of 390,000 active | O89049 | Potency, µM (highest dose often 114 µM), without a hit: at the top dose activity change, negative = substrate turnover; further: potency means the concentration at half of the fitted maximal effect; on the % scale 0 is the no-effect control and ±100 the full control effect; nearly all actives have a fitted effect of over 50% in size
#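 Rat TrxR1, dispensed at 90 nM, was prereduced with 400 uM NADPH (final) for 5 min at ~22 deg C, then incubated with compound 15 min before 400 uM selenite. A first-read NADPH fluorescence drop versus no-compound background flagged substrates.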
# Pin1 inhibitor = inhibitors of human Pin1; Q13526; Pin1 FP peptide displacement, HiFluor488, 10 min; Potency, µM (highest dose often 115 µM), for the others: top-dose activity, negative = inhibition, actives largely listed as inhibitors; 0.009% of 390,000 active; active means well fitted inhibition curve with a large enough effect in the polarisation, with a control signal flat, not every such curve was filed as active; inconclusive means small, poorly fitted or top-dose-only effect, or effect the other way, or a change in a side signal; inactive means no such curve, though single readings can be large or run the other way; the % refers to the polarisation; further: potency means the concentration at half of the fitted maximal effect; on the % scale 0 is the no-effect control and ±100 the full control effect
# Target sequence (Q13526 whole entry, looked up): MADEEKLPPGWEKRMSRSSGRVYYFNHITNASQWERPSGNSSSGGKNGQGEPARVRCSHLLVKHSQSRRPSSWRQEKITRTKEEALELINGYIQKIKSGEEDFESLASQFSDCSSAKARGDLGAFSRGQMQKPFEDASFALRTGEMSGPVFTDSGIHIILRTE
# HP1b chromo inh = blocks HP1-beta chromodomain binding to methylated histone tails; AID 540317; AlphaScreen HP1-beta / biotin-H3K9me3 peptide binding; Potency, µM (doses to about 114 µM), for the others: top-dose activity change, negative = inhibition, usual class: inhibitors; 0.56% of 390,000 active; P83916; further: potency means the concentration at half of the fitted maximal effect; nearly all actives have a fitted effect of over 70% in size; inactives centre near 23
# Target sequence (P83916 whole entry, looked up): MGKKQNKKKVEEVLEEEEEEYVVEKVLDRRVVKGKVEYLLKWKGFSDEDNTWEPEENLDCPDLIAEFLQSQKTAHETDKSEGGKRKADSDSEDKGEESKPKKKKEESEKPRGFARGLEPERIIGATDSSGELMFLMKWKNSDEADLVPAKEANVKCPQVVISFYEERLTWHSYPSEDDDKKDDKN
#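 AlphaScreen: HP1-beta (50 nM) preformed 30 min with biotin-H3(1-18)K9me3 peptide (50 nM) in PBS pH 7.4, 0.01% Tween-20. Compound added for 30 min at RT, then streptavidin donor/nickel chelate acceptor beads (10 ug/mL) for 30 min.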
# PI4K2A inh = inhibitors of human PI4K2A. Q9BTU6. purified PI4K2A, ADP-Glo luminescence, 1 h; active compounds read low. activity change, negative = inhibition, % at 76.9 µM. 0.13% of 420,000 active. AID 1346378; in the data active means activity change below about -50%; inconclusive means mostly about -30% to -49%;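 further: -100% = wells without enzyme as full effect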
#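 In this quantitative HTS, ADP production by PI4K2A was quantified luminescently after 1 h at ambient temperature; 100 microM adenosine served as plate-quality control.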
# Tb PGK inh = inhibitors of T. brucei phosphoglycerate kinase | P07378 | AID 602233 | 0.043% of 380,000 active | PGK/GAPDH coupled, Kinase-Glo luminescence, 60 min | Potency, µM (top dose mostly 57.5 µM), inactives show at the highest dose activity change, negative = inhibition, actives largely listed as inhibitors; further: potency means the concentration at half of the fitted maximal effect; on the % scale 0 is the no-effect control and ±100 the full control effect; nearly all actives have a fitted effect of over 60% in size
#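 Luminescent ATP detection (Kinase-Glo Plus) follows a 60-minute room-temperature incubation, with wells lacking PGK as controls. Buffer: 100 mM TEA (pH 7.6), 5 mM MgCl2, 0.01% Tween-20. Coupling enzyme GAPDH (100 nM final) supplies unstable 1,3-BPG in-well.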
# Active calls of the source: *; i = inactive; ? = inconclusive; . = not tested or not shown; & = joins results of further samples; [ ] = another dose, or the depositor's remark. Unless noted, the call rests on the fitted dose curve; in most records, active means well fitted curve in the direction sought with a large enough effect; inconclusive means small, poorly fitted or top-dose-only effect, or another doubt; inactive means no such curve, though single readings can be large; an effect the other way counts as inactive or inconclusive. Only part of the results is shown; rates above refer to the full screens.
# Value order: HP1b chromo inh, GLS inhibitor, IDH1 R132H inh, PI4K2A inh, USP1 inh, rTrxR1 inhibitor, TrxR1 substrate, Tb PGK inh, Pin1 inhibitor
CCN(Cc1ccc(NC(C)=O)cc1)CC1CCCN(CCc2cccc(F)c2)C1 (stereo unspecified)
  28.5%, 5.0%, -2.0%, -3.1, 3.3%, 12.2%, -1.5%, 10.3%, -2.4%
COC(=O)C1(CC2CC(c3cccc(Br)c3)=NO2)CCN(C(=O)OC(C)(C)C)CC1 (stereo unspecified)
  53.2%[activator], -0.9%, -12.9%, 4.4, -26.6%, 2.0%[57.1 µM], -3.3%[57.1 µM], -0.6%, 0.1%
O=C(O)/C(=C\c1cccc([N+](=O)[O-])c1)c1ccc(S(=O)(=O)N2CCCCC2)s1
  -6.5%, 1.3%, 7.5%, -7.2, -11.0%, -3.8%, 2.6%, -3.5%, -7.1%
CCCc1cc(=O)n2[nH]c(NCc3ccc(CC)cc3)nc2n1
  29.0%, 2.2%, -3.3%, -1.1, ?, 18.2%, 2.5%, 2.8%, -2.0%
C/C(=N\NC(=O)c1ccco1)c1cc2ccccc2o1
  19.8%, 14.9%, -1.7%, 4.6, -0.5%, -13.2%, -11.2%, 6.0%, -1.2%
Cc1ccc(NC(=O)C2(c3ccc([N+](=O)[O-])cc3)CCCC2)cc1
  18.4%, -6.9%, 2.2%, -0.1, -23.7%, 24.8%, -1.8%, -5.9%, -0.1%
O=C(NCCc1cscn1)C1CCC(=O)N(Cc2ccc(Cl)cc2)C1 (stereo unspecified)
  14.4%, 2.6%, 7.4%, -2.5, -19.2%, 8.2%, 3.5%, -8.4%, -10.2%
O=C(Nc1ccc(SC(F)F)cc1)c1ccc(F)cc1
  41.4%[activator], -1.6%, 4.1%, -2.2, -20.8%, 29.2%, -1.4%, -1.7%, -1.4%
C=CCN1c2ccccc2[C@]23C[C@@H](C(=O)OC)N(C(=O)c4cccs4)C2=NC(C(=O)OC)=C(C(=O)OC)[C@H]13
  -10.0%, 28.3%, -3.9%, 0.1, 19.5%, 25.9%[57.1 µM], 7.9%[57.1 µM], -0.7%, ?
COc1ccc2c(c1)c(C(=O)CN1CCOCC1)c(C)n2C
  63.4%[activator], 0.4%, 8.5%, 13.9, 2.5%, -20.0%, 5.2%, 3.3%, -11.7%
O=C(c1ccccc1CCc1ccccc1)N1CCCC1
  47.3%[activator], -4.5%, 1.0%, 1.0, -9.2%, 6.7%, -4.3%, -6.0%, -3.6%
COC(=O)c1sccc1S(=O)(=O)N(CC(=O)NCc1ccc(C)cc1)c1ccc(C)c(C)c1
  -14.5%, 4.3%, -3.9%, 2.3, -15.7%, -2.8%[57.1 µM], -5.4%[57.1 µM], -2.8%, -4.5%
CC1C(=O)Nc2ccc(S(=O)(=O)N3CCN(c4ccccc4F)CC3)cc2NC1=O (stereo unspecified)
  25.5%, 0.9%, -11.4%, -2.2, -22.3%, 5.9%[57.1 µM], 2.3%[57.1 µM], -1.1%, -0.2%
CCOc1ccc(N2C(=O)CC(SC(=NC)Nc3ccc4c(c3)OCO4)C2=O)cc1 (stereo unspecified)
  41.4%, -14.8%, 0.5%, 6.2, -19.1%, 10.0%, -4.8%, 2.1%, ?
CCCc1cc(=O)[nH]c2nnc(SCC(=O)NC3CCCCC3)n12
  29.3%, 8.0%, -1.5%, -0.3, -4.8%, 13.9%, 6.6%, 9.7%, -1.8%
NNC(=O)c1ccc2nc(-c3ccc(Br)cc3)cn2c1
  18.7%, ?, -0.1%, -14.1, -17.7%, 14.2%[57.1 µM], 51.7%, -7.2%, -0.8%
CC(=O)N1CC=C2C(C#N)=C(N)C(C#N)(C#N)[C@H](c3ccoc3)[C@H]2C1
  18.7%, 8.2%, ?, 3.0, -17.1%, 14.2%[2.29 µM], 10.0%[2.29 µM], 5.6%, ?
CCn1c(CNC(=O)Cc2ccc(OC)cc2)nnc1SCC(=O)Nc1ccc(C(=O)O)cc1
  14.8%, 11.5%, -4.3%, 0.7, -16.3%, -1.9%[57.1 µM], -3.3%[57.1 µM], -0.9%, -4.7%
O=C(Nc1nc2ccccc2n1CCN1CCOCC1)c1ccccc1
  10.7%, 3.5%, 14.8%, 2.3, ?, 21.5%[57.1 µM], 8.7%[57.1 µM], 3.5%, 1.8%
O=C(Nc1ccc(Cl)cn1)c1cnn2cccnc12
  19.6%, -1.1%, 1.1%, -4.0, -26.8%, 12.9%[57.1 µM], 8.7%[57.1 µM], -10.6%, 2.0%
Cc1nn2c(C)c(C(=O)NCc3ccco3)cnc2c1-c1ccccc1
  56.3%[activator], 1.1%, 16.0%, -3.7, -7.0%, 4.3%[57.1 µM], 3.3%[57.1 µM], -14.1%, 2.5%
COC(=O)c1cc(OC)c(OC)cc1NC(=O)CCNC(=O)c1ccco1
  -21.7%, -5.1%, -6.2%, 8.3, -23.8%, 9.5%, 6.1%, -4.4%, -4.7%
Cc1[nH][nH]c(=O)c1C(c1c(C)[nH][nH]c1=O)c1cn(Cc2ccccc2Cl)c2ccccc12
  ?, 23.4%, ?, ?, 28.2µM*, ?, ?, -4.6%, 0.4%
Cn1c(=O)c2c(ncn2CC(=O)Nc2cccc(Cl)c2Cl)n(C)c1=O
  10.1%, -1.5%, 5.3%, -2.3, ?, 10.6%, 0.6%, i, 4.3%
CCOC(=O)CCNC(C(=O)OCC)c1ccccc1 (stereo unspecified)
  ?, 5.1%, -1.9%, 5.1, -4.6%, 28.1%[57.1 µM], 11.5%[57.1 µM], i, -9.9%
COc1cccc(CNC(=S)Nc2cccc(Cl)c2C)c1
  34.7%, -6.3%, 8.4%, -0.1, -4.1%, -4.9%[57.1 µM], 3.1%[57.1 µM], 1.2%, 6.6%
COc1ccccc1NC(=O)CSc1ncnc2c1oc1ccccc12
  22.1%, -3.1%, 1.3%, -3.9, -24.4%, 19.5%, 0.4%, 12.0%, -9.8%
COc1ccc(-c2nsc(NC(=O)COc3ccc(C)c(C)c3)n2)cc1
  32.0%, -8.9%, -9.1%, 3.0, -18.9%, -8.1%, -9.7%, i, 1.5%
COc1ccc(CN2CCCCC2C)cc1OC (stereo unspecified)
  27.0%, 8.4%, -6.2%, 2.1, 2.5%, -17.3%[2.29 µM], 8.4%[57.1 µM], ., 4.0%
COc1ccc(CCC(=O)N2CCN(S(=O)(=O)c3ccc(OC)cc3)CC2)cc1
  6.9%, 0.0%, -4.3%, -3.7, -15.8%, 12.1%, 1.7%, -5.5%, -0.3%
CC(=O)c1cccc(NCc2ccccc2-c2nnc(-c3ccccc3)o2)c1
  21.4%, 16.6%, 11.0%, 0.7, -20.0%, 28.3%, 49.4%[activator], i, 11.0%
O=C(Cn1ncc2c3ccccc3n(Cc3cccc(Cl)c3)c2c1=O)Nc1ccc(F)cc1F
  6.5%, -18.2%, -11.8%, -4.9, ?, -1.1%, -0.7%, 6.0%, ?
CC(C)COP(=O)(OCC(C)C)C(O)c1ccc(N(C)C)cc1 (stereo unspecified)
  22.0%, 5.9%, 6.5%, 0.9, -16.9%, 12.0%[11.4 µM], 3.4%[11.4 µM], 1.9%, -0.4%
O=C1/C(=C/c2ccccc2[N+](=O)[O-])COc2ccccc21
  -20.2%, 2.1%, 5.2%, 3.0, -7.3%, ?, -1.8%, 5.9%, 0.1%
CCCCC(O)(CCCC)C(=O)NNc1ccccc1
  29.1%, 20.7%, -3.6%, -0.7, -18.0%, 16.8%, 8.0%, 6.1%, -3.0%
CCCCC[C@H](O)/C=C/C1=C(CCCCCCC(=O)O)C(=O)CC1
  25.0%, ?, -7.1%, -0.7, -3.7%, -22.1%, -0.9%, -8.8%, .
CCOC(=O)C(NC(=O)Nc1ccc(F)cc1F)(Oc1ccc(F)cc1)C(F)(F)F (stereo unspecified)
  58.1%[activator], -2.9%, 4.4%, -1.9, -16.3%, 4.6%[57.1 µM], 8.2%[57.1 µM], 2.1%, -3.5%
CCCCOC(=O)c1ccc(NC(=O)C(=O)CC(=O)c2ccc(OC)cc2)cc1
  ?, 7.0%, -9.6%, 1.3, -16.3%, -3.0%[57.1 µM], 0.5%[57.1 µM], -1.4%, 8.5%
CCOc1ccc(NC(=O)CC2C(=O)N(c3ccccc3)C(=O)N2CCc2cccs2)cc1 (stereo unspecified)
  22.6%&17.9%, -4.2%&0.5%, -9.1%&-3.9%, -0.6&-3.3, ?, 10.4%&0.2%, -5.5%&-7.8%, -11.2%&0.1%, 7.2%&8.2%
O=C(NCCc1ccccn1)C1CCCN(S(=O)(=O)Cc2ccccc2)C1 (stereo unspecified)
  29.8%, 5.4%, 5.2%, 7.0, -12.9%, 14.0%, 7.2%, -1.4%, -8.6%
CC(OC(=O)CN(C)S(=O)(=O)c1ccc(Cl)cc1)C(=O)Nc1ccc(N2CCOCC2)cc1 (stereo unspecified)
  8.0%, 15.6%, -0.8%, -0.7, -18.7%, 6.1%, 6.5%, -4.1%, 0.8%
